# Compound activity as filed in PubChem BioAssay.
# TIM10 inh – inhibits growth of TIM10 yeast strain. S. cerevisiae TIM10 strain growth, BacTiter-Glo luminescence, 24 h. inhibition, % at 10 µM. 1.4% of 330,000 active;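 active means inhibition of 40% or more at the single tested concentration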;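 further: wild-type TIM10 isogenic control strain grown at permissive 25 °C; 0% = DMSO yeast wells and 100% = minimal medium wells without yeast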
# MPTP inh – permeability transition pore inhibition. isolated mouse mitochondria, Ca2+ swelling absorbance, 30 min. 1.4% of 360,000 active. AID 602449. inhibition, % at 10 µM;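 active means inhibition of 50% or more, scaled per plate between neutral and stimulator controls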;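 further: 0% = DMSO wells given calcium and 100% = 1 mM EGTA wells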
# APJ agonist – agonists of human APJ apelin receptor; activation, % at 20 µM; P35414; 0.11% of 330,000 active; CHO-K1 APJ PathHunter beta-arrestin, luminescence; 0% DMSO wells, 100% apelin;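 active means activation more than six SD over the plate average, tested at 20 µM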;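 further: 0% = DMSO alone and 100% = apelin-13 at 10 nM; some results filed as inactive read as strong as hits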
# Target sequence (P35414 whole entry, looked up): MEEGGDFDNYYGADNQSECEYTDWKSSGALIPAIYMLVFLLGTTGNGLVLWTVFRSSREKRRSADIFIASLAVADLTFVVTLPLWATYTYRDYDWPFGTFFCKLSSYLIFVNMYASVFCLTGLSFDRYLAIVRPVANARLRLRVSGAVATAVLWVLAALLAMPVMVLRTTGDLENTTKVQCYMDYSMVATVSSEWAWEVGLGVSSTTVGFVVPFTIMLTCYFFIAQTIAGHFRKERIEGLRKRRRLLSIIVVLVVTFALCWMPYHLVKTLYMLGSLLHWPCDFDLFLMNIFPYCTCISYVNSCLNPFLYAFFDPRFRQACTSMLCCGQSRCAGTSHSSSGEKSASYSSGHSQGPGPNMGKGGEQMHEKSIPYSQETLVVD
#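 Assay system: engineered CHO-K1 APJ arrestin reporter cells; Amount: 1000 CHO-K1 reporter cells seeded per well; Dosing: one dose, 20 µM compound, 1% DMSO; Times: compound stimulation 90 min at 25 °C, detection 60 min; Measured by: luminescent beta-gal fragment complementation, chemiluminescent substrate; Read-out: APJ–arrestin association signal; Controls: DMSO vs Apelin-13 10 nM.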
# NALP3 yeast inh – inhibitors of NALP3 inflammasome in yeast; Yeast reconstituted NLRP3/ASC/caspase-1, beta-gal luminescence, 24 h; inhibition, % at 10 µM; 0.39% of 330,000 active; AID 2825;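 active means inhibition of 50% or more; inactive means inhibition below 50%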;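 further: plate controls were induced DMSO wells for no effect and uninduced yeast grown without galactose for full effect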
# tim23-1 inh – growth inhibitors of tim23-1 mutant yeast | S. cerevisiae tim23-1 growth, BacTiter-Glo luminescence, 24 h | inhibition, % at 20 µM | 1.3% of 330,000 active | AID 463212;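 active means growth inhibition of the mutant yeast at or above 50%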;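 further: temperature-sensitive mutant grown at 25 °C; plate controls were DMSO-treated mutant yeast for no effect and medium wells lacking yeast for full effect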
# GRIN3A LBD mod – modulates the human NR3A ligand-binding domain | Tm shift relative to glycine control, % at 25 µM | 2.5% of 340,000 active | NR3A LBD differential scanning fluorimetry, Tm shift; 0% = protein alone, 100% = glycine-bound protein;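 active means melting temperature shift of at least 10% of the positive control shift, at one fixed dose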
# MIN6 prolif – inducers of beta-cell replication in MIN6 cells | AID 2380 | MIN6 cells proliferation, ATPlite luminescence, 48 h; cells starved in 0.2% serum; 100% = growth in 10% serum | 0.29% of 330,000 active | proliferation, % at 10 µM;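 active means compounds whose signal lies at least 3.5 SD above the mean of all wells on their plate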;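 further: 0% = DMSO-treated cells in low-serum medium and 100% = 10% serum control; some compounds called inactive have numbers as strong as hits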
# APJ antagonist – blocks the human apelin receptor APJ. P35414. CHO-K1 APJ beta-arrestin complementation, luminescence. inhibition, % at 20 µM. 0.32% of 330,000 active. AID 2521;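 active means inhibition above about 40% at 20 µM, limit read from the data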;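 further: cells challenged with 10 nM apelin-13 agonist together with compound; plate controls were apelin-13 plus DMSO wells for no effect and DMSO wells lacking apelin-13 for full effect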
# tim10-1 inh – inhibits growth of tim10-1 mutant yeast. S. cerevisiae tim10-1 ts strain growth, BacTiter-Glo, 24 h. inhibition, % at 20 µM. 2.2% of 330,000 active;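 active means inhibition of at least 40%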;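 further: mutant grown at 25 °C; 0% = DMSO wells with yeast and 100% = wells holding no yeast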
# Numbers without * were called inactive; · = no result given.
SMILES,TIM10 inh,MPTP inh,APJ agonist,NALP3 yeast inh,tim23-1 inh,GRIN3A LBD mod,MIN6 prolif,APJ antagonist,tim10-1 inh
O=C(CCCCn1c(=O)[nH]c2ccsc2c1=O)NCc1ccc2c(c1)OCO2,6.1,0.1,-3.7,-1.4,-3.6,-2.3,-1.0,20.9,-6.7
N#Cc1ccccc1OCC(=O)OCC(=O)NC1CC1,8.9,-1.1,0.9,-8.4,-2.8,-0.3,-3.3,-12.3,1.0
CCOc1ccc2nc(SCC(=O)NCc3ccccc3)[nH]c2c1,-7.6,1.8,-4.1,28.0,7.6,-2.2,0.7,9.0,1.8
O=C(CSc1ncnc2c1oc1ccccc12)NCC1CCCO1 (stereo unspecified),1.6,0.7,3.4,7.1,12.6,0.4,-1.2,-21.9,3.5
CC1CN(c2oc(-c3ccco3)nc2C#N)CC(C)O1 (stereo unspecified),-2.1,-6.8,-4.8,-1.9,-9.8,-2.0,1.0,17.1,10.3
CCn1c(=O)c2cc(C(=O)NCCOC)sc2c2ccccc21,-2.5,0.1,-3.1,17.3,37.4,-0.4,1.0,3.8,30.7
O=C(Nc1ccon1)c1nc[nH]c1C(=O)N1CCN(c2ccccc2)CC1,4.6,-2.5,-3.5,-2.9,22.9,2.7,-2.2,4.8,9.7
COc1ccc(NS(=O)(=O)c2ccc(NS(=O)(=O)c3cccc(C(=O)O)c3)cc2)cc1,2.4,-2.5,2.4,16.2,1.3,-3.5,0.0,12.6,0.3
Cc1ccc(S(=O)(=O)N(CC(=O)Nc2ccc(C)c(Cl)c2)C(=O)N2CCN(C)CC2)cc1,13.5,-1.3,3.6,4.7,2.0,7.9,-6.6,13.9,17.2
COc1ccc(N2CC(C(=O)N3CCN(c4ccccc4F)CC3)CC2=O)cc1 (stereo unspecified),-9.6,-1.0,-3.3,13.7,22.8,-0.8,-3.3,-5.1,-5.4
O=C(/C=C/c1ccco1)Nc1cccc(NC(=O)/C=C/c2ccco2)n1,4.2,2.3,7.4,23.2,-14.9,-8.0,-5.1,-23.1,-22.2
CCOc1ccc(-n2c(SCC(=O)NCc3ccco3)nnc2-c2c[nH]c3ccccc23)cc1,1.2,-0.1,0.4,9.1,28.6,-8.0,-5.1,-6.5,13.7
CCCn1c2ccccc2c2cnn(CC(=O)N3CCN(C4CCCCC4)CC3)c(=O)c21,23.5,0.5,4.1,9.4,33.4,-0.1,-7.6,9.0,33.1
COc1ccc(C(=O)NC2CCc3ccccc32)cc1OC1CCN(C(C)=O)CC1 (stereo unspecified),-0.4,0.3,1.5,1.0,-1.6,1.5,0.9,9.6,-8.4
CCN1C(=NCCN2CCOCC2)N[C@@H](c2ccccc2)C(C(=O)OC)=C1C,6.3,-1.0,-1.4,15.9,15.5,0.0,-2.4,14.4,2.8
C[C@H](NC(=O)c1nc[nH]c1C(=O)NCCCCCN)C(=O)OC(C)(C)C,-10.5,-0.3,-2.7,9.5,-5.5,0.7,4.9,6.6,-9.0
Cc1nc(-c2nnc(SCC(=O)Nc3ccc(Cl)cc3)n2C)cs1,-8.2,4.4,3.3,21.3,12.7,2.4,-3.3,-5.0,7.8
CCN(CC)c1ccc(/C=N/N2CCN(Cc3ccc(Cl)cc3)CC2)c(O)c1,11.5,4.3,-0.5,15.4,16.5,1.1,-4.7,0.8,16.1
O=C(CSc1nc(NS(=O)(=O)c2ccccc2)cc(=O)[nH]1)Nc1ccccc1Cl,8.1,-1.7,-4.2,11.0,-0.5,0.2,-2.8,-1.2,10.6
Cc1noc(NS(=O)(=O)c2ccc(NC(=O)/C=C/c3ccc(C(C)C)cc3)cc2)c1C,7.1,1.7,-5.2,11.5,2.3,2.2,-1.7,-6.1,-0.2
C=C(C)COc1ccc(-c2ncncc2-c2ccccc2)c(O)c1,20.7,0.6,-2.9,-13.1,3.3,-0.3,1.1,0.6,7.1
O=C(N/N=C/c1ccc([N+](=O)[O-])cc1)C(=O)N1CCCC1,39.7,-2.7,-0.8,-1.7,26.8,4.9,-3.4,-8.1,17.3
Cc1nc2ncccn2c1-c1csc(Nc2ccccc2)n1,6.5,8.9,-1.7,13.7,-16.0,-1.6,-3.6,7.9,-0.6
O=C(CSCC(=O)N1CCCc2ccccc21)Nc1nc(-c2ccccc2)cs1,18.6,0.6,-1.7,-9.3,32.4,-6.2,-6.0,11.0,34.7
NC(=O)c1cc([N+](=O)[O-])c(Cl)cc1NCc1ccncc1,3.2,0.0,-1.2,5.6,1.1,4.5,-7.0,-35.7,-14.0

# Reprinted at random: four entries already listed
SMILES,TIM10 inh,MPTP inh,APJ agonist,NALP3 yeast inh,tim23-1 inh,GRIN3A LBD mod,MIN6 prolif,APJ antagonist,tim10-1 inh
C[C@H](NC(=O)c1nc[nH]c1C(=O)NCCCCCN)C(=O)OC(C)(C)C,-10.5,-0.3,-2.7,9.5,-5.5,0.7,4.9,6.6,-9.0
O=C(/C=C/c1ccco1)Nc1cccc(NC(=O)/C=C/c2ccco2)n1,4.2,2.3,7.4,23.2,-14.9,-8.0,-5.1,-23.1,-22.2
CCN1C(=NCCN2CCOCC2)N[C@@H](c2ccccc2)C(C(=O)OC)=C1C,6.3,-1.0,-1.4,15.9,15.5,0.0,-2.4,14.4,2.8
Cc1ccc(S(=O)(=O)N(CC(=O)Nc2ccc(C)c(Cl)c2)C(=O)N2CCN(C)CC2)cc1,13.5,-1.3,3.6,4.7,2.0,7.9,-6.6,13.9,17.2

# Continuation.
SMILES,TIM10 inh,MPTP inh,APJ agonist,NALP3 yeast inh,tim23-1 inh,GRIN3A LBD mod,MIN6 prolif,APJ antagonist,tim10-1 inh
COc1cccc(O)c1CN1CCC(C(=O)Nc2ccc(-c3cccc(C)c3)cc2)CC1,18.3,20.0,5.3,32.4,10.4,-4.2,-4.1,-23.1,-15.2
CCC(C)(C)n1nnnc1C(c1ccc(O)cc1)N1CCc2ccccc2C1 (stereo unspecified),23.3,0.9,-1.1,11.3,10.1,0.2,0.4,-10.6,22.9
CCCCCCCc1nc2nc(C)c(Br)c(=O)n2[nH]1,11.1,10.1,-5.4,-0.2,12.2,1.1,-1.4,-2.2,13.3
O=C(CCC(=O)c1cccs1)Nc1ccc(N2CCCCC2)cc1,-4.0,2.1,0.1,-7.5,10.3,-1.7,-2.5,-1.2,20.1
CCOC(=O)N1CCN(C(=O)c2oc3ccc(S(=O)(=O)N4CCOCC4)cc3c2C)CC1,19.7,0.3,9.7,20.7,30.1,0.8,-3.0,1.0,11.0
Nc1c(/C=C2/C=CC(=O)C(O)=C2)c(=O)nc2sc(CC(=O)N3CCCC3)nn12,8.7,0.3,0.1,12.7,1.9,-0.3,-1.2,-0.5,-2.6
CCOC(=O)c1ccc(S(=O)(=O)NNC(=O)COc2ccccc2C)cc1,1.7,3.2,0.3,5.1,9.3,0.0,-1.2,-5.8,11.3
Cc1cc(NC(=O)CSc2nnc(-c3cccnc3)n2C)no1,3.4,-0.8,0.7,-1.7,-5.3,-0.7,1.3,3.3,13.7
Cc1c(C#N)c(N)c(C(=O)c2ccccc2)n1Cc1ccccc1,4.9,1.0,3.2,-10.3,16.5,-1.5,-2.2,15.2,6.0
N#CCC(=O)Nc1ccc(C(=O)OCC(=O)N2CCCC2=O)cc1,-1.6,-0.4,-1.8,25.5,-2.6,-0.4,1.4,1.6,14.5
COc1cccc(NC(=O)c2cc([N+](=O)[O-])ccc2NC(=O)CNCC2CCCO2)c1 (stereo unspecified),-18.0,1.5,2.3,18.6,6.6,-1.9,1.6,-3.8,12.8
Cc1cc(OCC(=O)N2CCC(C(N)=O)CC2)c2c(C)cc(=O)oc2c1,-7.2,-0.6,-0.2,4.2,-2.4,0.2,-2.2,-6.0,-4.8
Cc1nc2nc(SCC(=O)NCc3ccco3)nn2c(C)c1Cc1c(F)cccc1Cl,13.7,1.6,-2.0,14.6,14.1,1.6,-0.9,17.1,9.7
Cc1cc(=O)[nH]c(SCC(=O)N2CCCCC2)n1,10.7,-0.5,0.6,13.2,9.6,1.6,-0.6,6.1,-0.4
COCCCN1CN=C(NS(=O)(=O)c2ccc(C)cc2)NC1,1.6,-0.7,-1.1,14.4,1.7,1.4,0.1,17.2,-14.0
O=C(c1cccc(C(F)(F)F)c1)c1c[nH]c(C(=O)NCCCN2CCOCC2)c1,-26.1,0.2,-1.7,2.1,4.6,-0.4,-1.5,21.5,12.7
Cn1c(SCc2nc(-c3cccs3)no2)nnc1C1CCCCC1,-4.5,-7.2,-1.6,-1.4,3.1,-0.1,-4.5,-8.9,6.4
CC(OC(=O)c1ccc(NC(=O)CC#N)cc1)C(=O)Nc1ccc(Oc2ccccc2)cc1 (stereo unspecified),22.8,-1.1,15.6,4.7,16.2,·,-2.7,4.0,0.4
O=C(CN1CCN(Cc2ccc(Cl)cc2)CC1)N/N=C/c1ccncc1,-3.2,-0.6,0.8,4.1,5.3,-1.1,0.0,6.8,3.5
CCN(CC)S(=O)(=O)c1ccc(NCCc2ccccn2)nc1,14.5,0.3,-2.0,7.4,16.5,-0.8,-1.3,22.2,7.5
COc1ccccc1CCC(=O)OCC(=O)Nc1cc(C)nn1-c1ccccc1,22.2,0.1,0.0,0.5,24.8,1.1,1.3,-0.3,17.0
CCOC(=O)N1CCN(C(=S)NC(=O)c2cc(Br)ccc2Cl)CC1,18.8,-1.0,-1.8,11.0,22.6,-1.8,3.3,7.1,25.4
N#Cc1c(/N=C/c2cccs2)sc2c1CCCCC2,33.3,-0.2,-5.4,44.1,17.7,-2.0,-5.3,6.9,26.0
NC(=NC(=O)c1ccccc1)N1CCN(C(c2ccccc2)c2ccccc2)CC1,9.6,12.9,0.2,6.8,6.8,1.5,-3.9,-10.8,5.1
CN(Cc1ccccc1)C(=O)c1ccc(NC(=O)Cc2cccc(NC(=O)C3CCCN(C(=O)CCc4ccccc4)C3)c2)cc1 (stereo unspecified),7.9,0.6,-2.3,20.9,1.4,-2.4,-4.7,5.3,11.1
SMILES,TIM10 inh,MPTP inh,APJ agonist,NALP3 yeast inh,tim23-1 inh,GRIN3A LBD mod,MIN6 prolif,APJ antagonist,tim10-1 inh
CC(C)(C)c1ccc(C(=O)c2c[nH]c(C(=O)NCC3CCCO3)c2)cc1 (stereo unspecified),2.1,70.0*,1.6,14.4,32.3,-5.6,0.1,4.6,12.1
Cn1nc(C(=O)OCC(=O)N2CCc3ccccc32)c2ccccc2c1=O,17.2,0.6,-0.7,2.5,15.9,-0.6,-3.3,6.3,7.5
CN(C)S(=O)(=O)c1cccc(COC(=O)CN2CCCCCC2=O)c1,10.1,-0.7,-0.6,3.2,-0.6,1.2,-1.1,-2.2,-6.6
CCc1ccc(OCC(=O)NNC(=O)CSc2ncnc3sc(C)c(C)c23)cc1,4.8,-1.0,-2.0,6.6,0.7,-3.8,-2.3,8.6,15.3
CCN(CC)C(=O)c1cnn(-c2ccccc2)c1NC(=O)c1ccco1,-0.3,0.0,0.3,19.3,4.0,1.0,-1.6,8.8,-7.2
CCn1cc(C(=O)NCc2ccc(Cl)cc2)c(=O)c2cc(S(=O)(=O)N(C)C)ccc21,-17.8,-0.5,-0.2,-4.2,-2.0,-24.0,0.7,-6.7,6.1
CSc1nnnn1-c1c(C)cc(C)cc1C,16.9,0.4,-0.9,-18.0,8.5,-0.1,1.5,9.1,-1.7
O=C1NN(c2cccc(Br)c2)C(=O)/C1=C\c1ccc(O)cc1,20.1,2.0,-7.3,7.0,20.9,15.0*,-1.6,22.5,-26.4
Cn1c(=O)cc(N)n(Cc2ccccc2)c1=O,7.6,-1.0,3.9,4.3,7.8,-0.6,-0.8,9.0,-12.5
COc1ccc(N2CCN(C(=O)CSc3nc4[nH]ncc4c(=O)n3-c3cccc4ccccc34)CC2)cc1,19.1,1.1,-0.2,11.1,17.7,-2.6,-2.1,8.3,5.4
